C2C12 statin – protects C2C12 myotubes from simvastatin toxicity; ATP luminescence, 48 h; scaled: DMSO 0, geranylgeraniol control 100; rescue of ATP level, % at 7.49 µM; 330,000 tested, 0.78% active;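 active means mean ATP rescue above about 67%, or every replicate alone reaching that limit, limit read from the data, passing the limit was not always enough; inconclusive means no clear call, values can overlap the other calls; inactive means mean under the limit and some replicate under it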;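 further: myotubes were challenged with 10 µM simvastatin during compound exposure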
SIRT5 block – inhibitors of human sirtuin-5 desuccinylase; Q9NXA8; Purified SirT5, succinyl-peptide AMC, trypsin-coupled fluorescence; inhibition, % at 15 µM; 330,000 tested, 1.1% active; AID 652115; in the data active means inhibition above about 15%; inconclusive means no clear call, values can overlap the other calls
Target sequence (Q9NXA8 whole entry, looked up): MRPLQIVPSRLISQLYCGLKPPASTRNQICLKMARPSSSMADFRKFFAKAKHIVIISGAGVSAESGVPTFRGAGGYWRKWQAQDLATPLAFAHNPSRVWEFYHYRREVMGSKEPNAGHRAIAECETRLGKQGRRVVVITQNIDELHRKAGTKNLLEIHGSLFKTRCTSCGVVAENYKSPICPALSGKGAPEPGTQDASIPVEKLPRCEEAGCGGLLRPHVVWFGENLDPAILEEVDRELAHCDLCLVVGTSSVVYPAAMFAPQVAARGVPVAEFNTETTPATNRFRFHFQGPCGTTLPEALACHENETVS
LGR2 antag – blocks bursicon-induced cAMP signaling via Drosophila LGR2; HEK293 LGR2, CRE-luciferase, bursicon-stimulated, 4 h; inhibition, % at 9.99 µM; 380,000 tested, 0.35% active;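 active means drop in luminescence signal, shown as inhibition above about 50% in the replicate tests, limit read from the data, passing the limit was not always enough; inconclusive means probably only some replicates passing the limit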;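 further: agonist challenge used bursicon conditioned medium at about half maximal strength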
esBAF inh – blocks esBAF chromatin remodeling in mouse ES cells. Bmi1-luciferase knock-in reporter, 24 h; 100% = twice the neutral-well signal. reporter increase, % at 12.5 µM. 350,000 tested, 2% active. AID 602393; in the data active means activation above about 40%; inconclusive means no clear call, values can overlap the other calls;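 further: 0% = median of the plate's neutral control wells and 100% = double that signal; a rise in the Bmi1 reporter signal indicates esBAF inhibition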
CASP6 VEID inh – inhibitors of human caspase-6; purified caspase-6, Z-VEID-R110 cleavage fluorescence; inhibition, % at 12.5 µM; 350,000 tested, 0.53% active; AID 686996;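 active means mean inhibition across replicates at least about 35%, with every replicate also reaching that limit, limit read from the data; inconclusive means only one of the two criteria met; inactive means neither criterion met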;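 further: 0% = median of neutral control wells and 100% = no fluorescence left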
Target sequence (P55212 24-179 limits assumed): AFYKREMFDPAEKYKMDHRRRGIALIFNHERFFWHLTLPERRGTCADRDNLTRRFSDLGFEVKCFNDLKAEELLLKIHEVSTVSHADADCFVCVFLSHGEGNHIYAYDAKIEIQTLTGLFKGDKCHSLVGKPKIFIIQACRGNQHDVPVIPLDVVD
Target sequence (P55212 194-293 limits assumed): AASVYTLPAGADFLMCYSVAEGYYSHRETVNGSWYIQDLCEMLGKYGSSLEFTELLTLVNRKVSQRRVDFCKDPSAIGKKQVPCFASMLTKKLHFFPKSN
FN deposition inh – fibronectin deposition inhibition. AH1F fibroblasts, Alexa488-fibronectin deposition fluorescence, overnight. 350,000 tested, 0.086% active. inhibition, % at 12.6 µM;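 active means mean inhibition across replicates of 30% or more, regardless of how many single replicates reach that level; inconclusive means mean under 30% yet at least half of replicates reach 30%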;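 further: positive control wells lacked labelled fibronectin entirely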
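Material: AH1F fibroblast monolayer depositing Alexa488-labelled fibronectin into matrix | Input: 10000 AH1F cells/well | Medium: DMEM plus 2% serum, read in PBS | Reagent: Alexa488-fibronectin, 24 nM final in well | Compound dosing: One dose per compound, pinned | Schedule: 1 h adhesion, overnight exposure | Measured by: Fluorescence at 485 nm excitation, 525 nm emission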
S100A4 inh HTS – blocks human S100A4 binding to myosin IIA peptide; 360,000 tested, 0.14% active; P26447; AID 652163; S100A4/TAMRA-MyoIIA peptide fluorescence polarization; inhibition, % at 10.7 µM;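 active means mean inhibition of at least 70% across replicates, with every replicate also reaching that level; inconclusive means mean inhibition reaches 70% but some replicates fall short; inactive means mean inhibition below 70%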
Target sequence (P26447 whole entry, looked up): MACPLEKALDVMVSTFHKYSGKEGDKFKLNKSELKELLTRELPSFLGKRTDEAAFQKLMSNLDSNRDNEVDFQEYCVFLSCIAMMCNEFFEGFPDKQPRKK
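incubation = readout 5 min after mixing, signal stable up to 60 min | system = S100A4 monomer protein | buffer or medium = HEPES pH 7.2 with CaCl2, KCl, NaCl, DTT, Triton | benchmarks = neutral control DMSO, positive control TFP | also added = fluorescent myosin IIA peptide, 5 nM | compound dosing = one concentration per compound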
An asterisk follows results filed as active; ? = inconclusive; · = not tested or not shown; & = joins results of further samples. An excerpt (hit frequency here may not be typical).

A first look:
nr	molecule	S100A4 inh HTS	SIRT5 block	C2C12 statin	LGR2 antag	CASP6 VEID inh	esBAF inh	FN deposition inh
1	CC(=O)Nc1ccc(NC(=O)Nc2ccccc2)cc1	6	9	-12	-10	2	19	0
2	Cc1cccc(C(C)C)c1NC(=O)CN1C(=O)NC(Cc2ccccc2)C1=O (configuration not stated)	3	1	·	6	0	·	7

This part in full, repeating the preview:
nr	molecule	S100A4 inh HTS	SIRT5 block	C2C12 statin	LGR2 antag	CASP6 VEID inh	esBAF inh	FN deposition inh
1	CC(=O)Nc1ccc(NC(=O)Nc2ccccc2)cc1	6	9	-12	-10	2	19	0
2	Cc1cccc(C(C)C)c1NC(=O)CN1C(=O)NC(Cc2ccccc2)C1=O (configuration not stated)	3	1	·	6	0	·	7
3	C[C@@H]1CN([C@H](C)CO)C(=O)c2cc(C3=CCCC3)cnc2O[C@@H]1CN(C)C(=O)Cc1ccncc1	-6	-11	44	0	1	2	10
4	Cc1cccc(NC(=O)N2CCCC(CNC(=O)c3ccccc3Cl)C2)c1C (configuration not stated)	3	31*	7	-7	0	-4	5
5	CSc1ccc(-c2cccc([N+](=O)[O-])c2)nn1	4	-1	·	-80	3	·	·
6	O=C(O)C1C2C=CC3(CN(C/C=C/c4ccccc4)C(=O)C13)O2 (configuration not stated)	-1	1	-30	9	4	-6	-23
7	Cn1c(=O)c2cc(NC(=O)NCc3ccc(F)cc3)ccc2n1C/C=C/c1ccccc1	-3	·	-29	-3	2	-4	15
8	COc1ccc(C(=O)Nc2ccc3c(c2)C(=O)N(C)[C@H]2CC[C@@H](CC(=O)NCC4CC4)O[C@@H]2CO3)cc1	-2	-2	25	-7	2	1	-6
9	COc1cccc(C(=O)NCC2(c3ccccc3)CCCC2)c1OC	0	-2	11	6	4	5	2
10	CCOC(=O)C1CCN(CCC(=O)Nc2ccc(Br)cc2)CC1	-10	-3	0	-16	-3	0	-6
11	C[C@H]1CN([C@@H](C)CO)S(=O)(=O)c2ccc(C#Cc3ccccc3)cc2O[C@@H]1CN(C)C(=O)c1ccccn1	7	5	·	9	0	·	4
12	O=C(C[C@H]1C[C@H]2c3cc(NC(=O)NC4CCCC4)ccc3O[C@H]2[C@@H](CO)O1)NCc1cccnc1	2	-1	·	3	5	·	0

nr	molecule	S100A4 inh HTS	SIRT5 block	C2C12 statin	LGR2 antag	CASP6 VEID inh	esBAF inh	FN deposition inh
13	Cc1cccc2ccccc12	0	·	·	-5	-3	·	·
14	O=C(OCC(=O)N1CCCC1=O)c1ccc(F)c(S(=O)(=O)N2CCOCC2)c1	-2	-1	·	-3	0	·	2
15	COc1ccc(S(=O)(=O)N(C)C)cc1NC(=O)CCNC(=O)c1ccccc1OC	-2	-1	-2	9	-2	-13	7
16	CCN(CC)C(=O)CSc1nc2sc3c(c2c(=O)n1CCOC)CCC3	0	-2	10	4	2	0	-8
17	O=C(Nc1ccccc1N1CCCCC1)c1ccc(N2C(=O)c3ccccc3C2=O)cc1	·	·	-2	·	·	7	-6
18	CCN1CCN(c2c(Cl)cccc2NC(=O)c2ccc([N+](=O)[O-])o2)CC1	1	0	15	20	-1	-12	11
19	CC(C)(CNC(=O)CO/N=C1/C=C2CCC3C(C(O)C[C@@]4(C)C3CC[C@]4(O)C(=O)CO)[C@@]2(C)CC1)C(O)C(=O)O (some centres not stated)	0	0	-2	5	6	6	-2
20	O=C(O)c1ccc(/C=N/N2CCN(C3c4ccccc4-c4ccccc43)CC2)cc1	2	-9	9	13	2	3	-2
21	CCOC(=O)c1cccc(S(=O)(=O)N(CCO)Cc2cc3cc(OC)ccc3[nH]c2=O)c1	-2	2	·	-15	-1	-4	·
22	CCN1CCN(c2nc(Nc3ccc(OC)cc3)nc(N)c2[N+](=O)[O-])CC1	14	3	·	3	-2	·	9
23	CCOc1ccc(N2C(=O)CSC2c2cccc([N+](=O)[O-])c2)cc1 (configuration not stated)	-5	-2	·	·	-1	·	·
24	C[C@H](CO)N1C[C@H](C)[C@@H](CN(C)C)Oc2ncc(-c3cccc(C#N)c3)cc2C1=O	33	7	·	-13	7	2	0

nr	molecule	S100A4 inh HTS	SIRT5 block	C2C12 statin	LGR2 antag	CASP6 VEID inh	esBAF inh	FN deposition inh
25	COc1ccc2c3c(n(C)c2c1)[C@H](CO)N(C(=O)C1CC1)CC31CN(C(=O)C2CCOCC2)C1	5	4	·	-4	5	·	·
26	CN(C(=O)c1cccc(NC(=O)Cc2ccc(NC(=O)C3CCN(S(=O)(=O)c4cccc([N+](=O)[O-])c4)CC3)cc2)c1)C1CCC1	6	-1	-15	17	5	2	15
27	Cc1cccc(C(C)C)c1NC(=O)CSc1ncnc2[nH]ncc12	-3	-2	29	3	-1	-4	4
28	CCC(=O)N1[C@H](CNC(C)=O)[C@@H](c2ccc(-c3ccc(F)cc3)cc2)[C@@H]1CO	12	-1	12	-1	0	-1	·
29	O=C(C[C@H]1CC[C@H]2[C@@H](COC[C@H](O)CN2Cc2cc(F)ccc2F)O1)N[C@@H]1CCN(Cc2ccccc2)C1	4	8	6	-14	-4	-4	-11
30	CN1C(=O)/C(=C/C=C2\SCCN2C)N(C)C1=S	6	0	-2	11	2	66*	15
31	COc1ccc(-c2noc(CN(C(=O)c3ccc4c(c3)OCO4)C(C)C)n2)cc1	6	4	1	12	2	2	8
32	CCN1C(=O)[C@@H]2[C@@H]3CN(S(=O)(=O)c4ccc(C)cc4)[C@@H](c4ccccc4)[C@@H]3C(=O)C[C@@H]2C1=O	-10	-5	0	31	2	-4	-2
33	Cc1ccc(N2C(=O)C3CCCN3C2=S)c(C)c1 (configuration not stated)	4	1	6	-5	26	-1	-2
34	O=C(CCn1nc(-c2ccc(Cl)cc2)ccc1=O)NCc1ccccn1	·	·	3	26	·	2	·
35	O=C(N/N=C/c1ccccc1O)C1SCCCS1	-2	2	·	2	-10	·	3
36	COc1ccccc1CNC(=O)C[C@H]1C[C@@H]2c3cc(NC(=O)c4cccnc4)ccc3O[C@@H]2[C@H](CO)O1	-24	-4	-2	-5	1	-3	·

nr	molecule	S100A4 inh HTS	SIRT5 block	C2C12 statin	LGR2 antag	CASP6 VEID inh	esBAF inh	FN deposition inh
37	COc1cccc(NC(=O)CN(C)C(=O)c2cccc(NS(=O)(=O)c3ccc(Br)cc3)c2)c1	-7	-1	27	-7	0	2	·
38	COc1ccccc1C#Cc1cnc2c(c1)C(=O)N([C@@H](C)CO)C[C@H](C)[C@H](CN(C)C(=O)c1ccc3c(c1)OCO3)O2	14	6	-22	-10	-1	2	28
39	CN(C)C(=O)C[C@@H]1CC[C@@H](NC(=O)C2CCC2)[C@@H](CO)O1	-5&-6	3&1	2	6	1&0	1	1
40	CN(c1ccccc1)S(=O)(=O)c1ccc(C(=O)NCc2ccccc2CN2CCCC2)cc1	-1	-1	0	-9	3	-8	8
41	Cn1ccc2c(-c3ccc(C(N)=O)cc3)cc3c(c21)C1CCC3O1 (configuration not stated)	9	-1	-20	-9	4	-3	·
42	CSc1nc2c(cnn2-c2ccccc2)c(=O)n1N	1	0	11	0	2	48*	14
43	C[C@@H]1CN([C@@H](C)CO)S(=O)(=O)c2ccc(Br)cc2O[C@H]1CN(C)C(=O)CC1CC1	10	-4	·	-10	-6	-6	-20
44	COC(=O)c1sc2nc(-c3ccccc3)c3c(c2c1N)CCCC3	·	·	8	·	·	-11	2
45	CN1C(=O)c2cc(NC(=O)c3cccs3)ccc2OC[C@H]2O[C@H](CC(=O)N3CCCCC3)CC[C@H]21	5	-3	26	7	0	-5	-9
46	COc1ccc(C(=O)NOCc2ccccc2)cc1	-1	·	5	73*	4	-56	11
47	Cc1onc(-c2c(Cl)cccc2Cl)c1COC(=O)c1ccc(Cl)cc1	13	-5	·	7	-1	·	-10
48	COc1cccc(S(=O)(=O)N[C@H]2CC[C@@H](CCNC(=O)Nc3cc(F)ccc3F)O[C@H]2CO)c1	5	-3	-4	1	-180	2	2

For convenience, 5 of the compounds above.
nr	molecule	S100A4 inh HTS	SIRT5 block	C2C12 statin	LGR2 antag	CASP6 VEID inh	esBAF inh	FN deposition inh
1	CC(=O)Nc1ccc(NC(=O)Nc2ccccc2)cc1	6	9	-12	-10	2	19	0
2	Cc1cccc(C(C)C)c1NC(=O)CN1C(=O)NC(Cc2ccccc2)C1=O (configuration not stated)	3	1	·	6	0	·	7
3	C[C@@H]1CN([C@H](C)CO)C(=O)c2cc(C3=CCCC3)cnc2O[C@@H]1CN(C)C(=O)Cc1ccncc1	-6	-11	44	0	1	2	10
4	Cc1cccc(NC(=O)N2CCCC(CNC(=O)c3ccccc3Cl)C2)c1C (configuration not stated)	3	31*	7	-7	0	-4	5
5	CSc1ccc(-c2cccc([N+](=O)[O-])c2)nn1	4	-1	·	-80	3	·	·

Continued.
nr	molecule	S100A4 inh HTS	SIRT5 block	C2C12 statin	LGR2 antag	CASP6 VEID inh	esBAF inh	FN deposition inh
49	CC(=O)Nc1ccc(C(=O)OCC(=O)Nc2ccccc2Sc2ccccc2)cc1	-2	0	-3	-9	-1	-6	1
50	Cc1ccc(C2Cc3cc(O)c(O)cc3CN2)cc1 (configuration not stated)	3	4	·	·	0	·	6
51	O=C(Cc1cccnc1)N1CC(=O)N2[C@H](CO)[C@H](c3ccc(C#CC4CC4)cc3)[C@H]2C1	-18	-5	·	7	1	·	-17
52	Cc1cc(C)cc(NC(=O)NCc2c(-c3ccccc3)noc2C)c1	-1	-1	9	3	-1	-2	-5
53	CC1=C(C(=O)N2CCOCC2)C(c2c(F)cccc2F)NC(=O)N1 (configuration not stated)	1	-1	2	18	3	7	-5
54	COc1cccc(S(=O)(=O)N(C)C[C@@H]2Oc3ncc(C#CCC(C)C)cc3C(=O)N([C@@H](C)CO)C[C@H]2C)c1	-3	9	?	14	0	12	·
55	CC(=O)c1cccc(NC(=O)c2ccc(C)c(S(=O)(=O)N3CCOCC3)c2)c1	10	-5	3	-2	0	0	3
56	O=C(c1[nH]c(C(F)(F)F)nc1-c1ccccc1)N1CCN(c2ccccn2)CC1	-2	6	-3	1	-1	2	6
